Source: PubChem
M1AAP inhibition = P. falciparum M1AAP inhibitors, biochemical, fluorogenic H-Leu-NHMec substrate, 1536-well (AID 1445); Aminopeptidase N (Plasmodium falciparum (isolate 3D7)); one-dose inhibition, % at 30 µM; IC50 in µM for titrated hits; actives 0.42% (n = 220,000); recombinant M1AAP, H-Leu-NHMec fluorogenic kinetic assay; higher % means a stronger effect;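 active = primary inhibition above the hit cutoff, then over 50% inhibition at one or more dose response concentrations, cut at about 23% in these data, passing the limit was not always enough; inconclusive = conflicting primary data, or primary hits not chosen for dose response; inactive = low primary inhibition, or under 50% at every dose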;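 note: plate controls were DMSO full reaction for no effect and no enzyme background for full effect; strong numbers were not always called active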
b-catenin transl = modulators of beta-catenin nuclear translocation, primary screen, imaging, HeLa cells, immunofluorescence, high-content; AID 1665, 2009; actives 0.3% (n = 190,000); nuclear translocation activity, % at 5 µM;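 active = nuclear translocation activity above 50% at 5 µM, with a well cell count of 50 or more; inconclusive = wells under 50 cells across six images, flagged as toxic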;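 note: per-cell ratio of nuclear to cytoplasmic median beta-catenin stain intensity; plate controls were DMSO negative control for no effect and GSK-3 inhibitor IX positive control for full effect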
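assay system = human HeLa cells, endogenous beta-catenin | times = compound treatment 24 h, 37°C, 5% CO2 | detection = Anti-beta-catenin immunofluorescence on PFA-fixed, Triton-permeabilized cells, DAPI nuclei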
Dynein cargo inh = inhibitors of GR-EGFP nuclear translocation, primary screen, dynein cargo transport inhibitor project, imaging, high-content, 3617.4 mouse cells; test concentration mostly 20 µM; stimulated with dexamethasone, 1 µM; active compounds read low; actives 0.47% (n = 220,000); z-score, hits read low;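 active = plate z-score of nuclear minus cytoplasmic receptor signal below a set negative limit, without overly bright fluorescence or cell loss, cut at about -3.5 in these data, passing the limit was not always enough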;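 note: z-score of nuclear minus cytoplasmic ring GR-EGFP intensity difference per well; some compounds called inactive have numbers as strong as hits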
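Buffer or medium: Induction medium lacking tetracycline, stripped serum | Also added: Dexamethasone agonist, 1.0 µM final, for 30 min | Timing: 48 h induction, 1 h compound, 30 min dex at 37 °C | Detection: Formaldehyde fixation, Hoechst nuclear stain, 10x automated fluorescence imaging | Measure: Nuclear versus cytoplasmic GR-EGFP signal, averaged per well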
Insulin prom up = insulin promoter activators in MIN6 cells, imaging, high-content screening, mouse beta cells | MIN6 insulin promoter-GFP reporter; active compounds read high | z-score at 5 µM | actives 0.3% (n = 190,000) | AID 1625, 2009;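 active = z-score above 3 at 5 µM with at least 500 cells counted in the well; inconclusive = wells under 500 cells, flagged as cytotoxic or low count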
MT stabilizer = microtubule stabilizers in HeLa cells, primary screen, imaging, high-content imaging. HeLa tubulin immunostaining HCS, 24 h; share of cells brighter than vehicle mean+2SD. % tubulin-high responders, % at 10 µM. actives 0.83% (n = 200,000). AID 2205, 2009;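 active = plate Z-score above 3 for both tubulin-high and condensed-nucleus cell shares, with cell loss under 80%, at 10 µM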;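 note: anti alpha tubulin signal scored within the nucleus-defined area of each cell; some results filed as inactive read as strong as hits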
UTI89 phage lysis = inhibition of K1F phage lysis, E. coli UTI89, bacterial capsule biogenesis inhibitors, alamar blue (AID 488966); E. coli UTI89 K1F phage lysis, alamar blue, 2 h; higher % means a stronger effect; one-dose inhibition, % at 100 µM; IC50 in µM for titrated hits; actives 0.02% (n = 340,000);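 active = phage lysis inhibition, versus mean bacterial control, above a set limit; inconclusive = no clear call, values can overlap the other calls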;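 note: capsule biogenesis inhibitors block K1F phage lysis so surviving cells raise fluorescence; higher fluorescence means more inhibition of phage lysis; actives were called in the ten point dose series up to 300 µM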
Autophagy HCS = autophagy modulators in MEF cells, primary screen, imaging, high-content, MEF GFP-LC3 | MEF GFP-LC3 puncta imaging; test concentration mostly 10 µM | calls only at 10 µM (by protocol) | actives 0.98% (n = 190,000);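 active = percentage of spot-positive cells more than 3 SD above its plate mean, without a fluorescence outlier flag or 80% toxicity; inconclusive = no clear call, values can overlap the other calls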;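 note: spot-positive cell cutoff set from DMSO-treated cells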
ER stress rescue = rescue of cells from ER stress-induced death, primary screen, 384-well, CSM14.1, thapsigargin, ATP luminescence (AID 1222); cellular ATP content (survival), % at 20 µM; hits with a dose series show EC50 in µM; 190,000 tested, under 10 active; CSM14.1 thapsigargin-induced death rescue, ATP luminescence; higher % means a stronger effect;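 active = EC50 below 50 µM in the dose-response confirmation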;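 note: death triggered by thapsigargin at about 15 µM added after 2 h compound pretreatment; cell ATP read after overnight thapsigargin exposure of roughly 18 to 22 hours; normalized against plate controls of thapsigargin alone and 5% DMSO vehicle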
P. falciparum M17LAP = P. falciparum M17LAP inhibitors, primary screen, biochemical, fluorogenic H-Leu-NHMec substrate, 1536-well (AID 1619); Leucine aminopeptidase (Plasmodium falciparum (isolate 3D7)); recombinant M17LAP, H-Leu-NHMec fluorogenic kinetic assay; higher % means a stronger effect; one-dose inhibition, % at 30 µM; IC50 in µM for titrated hits; actives 0.38% (n = 220,000);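 active = compound inhibiting the enzyme by more than half at any dose during confirmatory dose-response retesting; inconclusive = strong single-dose inhibitors picked by rank but not retested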;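 note: plate controls were full reaction with DMSO carrier for no effect and no enzyme background for full effect; strong numbers were not always called active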
Dynein cargo inh cytoplasmic EGFP = further read-out of Dynein cargo inh, marked with its call; z-score; measured here: cytoplasmic GR-EGFP intensity; active compounds read high
Dynein cargo inh nuclear GR-EGFP = further read-out of Dynein cargo inh, marked with its call; z-score; measured here: nuclear GR-EGFP intensity;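 lower value marks the stronger effect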
Dynein cargo inh cell count = also measured in Dynein cargo inh; calls as there; z-score; measured here: cell count per field
Insulin prom up cell count = also measured in Insulin prom up; calls as there; cell count; measured here: cytotoxicity, nuclei count;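 total cells summed across four imaged fields per well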
b-catenin transl cell count 5 µM = recorded beside b-catenin transl, whose call it bears; cell count; measured here: cell count, cytotoxicity flag
MT stabilizer Hoechst-high % = further read-out of MT stabilizer, marked with its call; % Hoechst-high responders; measured here: nuclear condensation Hoechst responders;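 share of cells brighter than vehicle mean plus two SD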
MT stabilizer cytotoxicity % = recorded beside MT stabilizer, whose call it bears; toxicity, %; measured here: cytotoxicity by cell density;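 0% = mean cell density of plate MIN control wells and 100% = no cells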
Autophagy HCS cell loss 18 h = further read-out of Autophagy HCS, marked with its call; toxicity, %; measured here: cell loss, nuclei count;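 cell loss after 18 h compound exposure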
* hit, by the source's call; i = inactive; ? = inconclusive; nt = not tested or not shown. No enrichment for hits. About 2.9% of those tested had a hit in this group.

Below each compound – Insulin prom up cell count	ER stress rescue	M1AAP inhibition	b-catenin transl cell count 5 µM	Dynein cargo inh nuclear GR-EGFP	Autophagy HCS cell loss 18 h	P. falciparum M17LAP	b-catenin transl	Dynein cargo inh	UTI89 phage lysis	Dynein cargo inh cell count	Dynein cargo inh cytoplasmic EGFP	MT stabilizer Hoechst-high %	Autophagy HCS	MT stabilizer	MT stabilizer cytotoxicity %	Insulin prom up
> CC(=O)Nc1sc2c(c1C(N)=O)CCC2
→ 1114	-2.0%	12%	1084	0.27	29	9%	-0.5	0.66	1.1%	0.54	-0.25	2.0	i	3.2	2.1	0.16
> COc1ccc(S(=O)(=O)N2CCC(CN3C(=O)c4cccc5cccc(c45)C3=O)CC2)cc1
→ 1374	-2.5%	11%	1011	0.31	-9	1%	0.7	0.36	1.2%	-0.58	-0.23	1.9	i	2.5	8.0	-2
> O=P(CCNCc1ccco1)(c1ccccc1)c1ccccc1
→ 1276	0.2%	2%	1180	0.082	-7	1%	-2.6	-0.77	0.0%	-0.13	-0.22	1.1	i	3.0	3.5	-0.42
> CC(=O)Nc1ccccc1-c1nnc(SCc2ccccc2Cl)[nH]c1=O
→ 886	-0.8%	-1%	nt	0.092	4	24%	nt	-0.031	0.2%	0.57	-0.073	1.3	i	1.0	7.8	0.65
> CCOc1ccccc1N1CCN(C(=O)Nc2ccc(Cl)c(Cl)c2)CC1
→ 1353	-0.8%	5%	1395	-0.42	-7	-9%	-0.8	-0.82	nt	0.29	0.13	1.5	i	1.7	1.3	0.77
> CC(C)NC(=S)N/N=C/c1ccc(N2CCOCC2)cc1
→ 1644	-2.0%	8%	1051	-0.32	-7	-135%	-0.8	-0.36	-0.1%	0.21	-0.25	2.0	i	4.2	9.9	0.3
> O=C(COC(=O)c1cccc(C(F)(F)F)c1)NCc1ccccc1
→ 1303	-1.1%	8%	nt	0.59	-1	7%	nt	1.5	3.9%	-1.3	-0.18	2.7	i	1.3	10	-0.05
> CC1=CC(C)(C)Nc2ccc(OC(=O)CN3C(=O)CCC3=O)cc21
→ 1209	-2.9%	5%	1122	-1.2	11	10%	-2.8	-2.7	0.0%	0.57	0.74	3.4	i	6.3	2.3	0.98
> COCCNC(=O)COc1cccc(Oc2ccccc2)c1
→ 1629	-0.4%	-2%	1278	-0.51	10	-2%	0.6	-0.65	0.0%	0.99	-0.48	1.2	i	2.9	7.2	-0.14
> O=C(N/N=C/c1ccc[nH]1)c1sc2ccccc2c1Cl
→ 1457	-1.6%	15%	1161	1.7	-19	1%	1.0	1.8	?	-1.1	-0.14	0.6	i	3.5	0.3	0.24
> NC(=S)N/N=C/c1coc2cc(Br)ccc2c1=O
→ 1485	nt	2%	942	-0.13	nt	-9%	0.5	-0.2	-0.3%	0.95	-0.25	nt	nt	nt	nt	-0.04
> O=C(Oc1ccc2c(-c3ccccc3)cc(=O)oc2c1)C1CCCCC1
→ 1287	-1.7%	-1%	1413	1.9	-26	-8%	2.4	1.7	0.6%	-2.2	1.5	1.8	i	3.7	3.5	0.35

Reformatted bar-delimited: six of the compounds above
Compound | Insulin prom up cell count | ER stress rescue | M1AAP inhibition | b-catenin transl cell count 5 µM | Dynein cargo inh nuclear GR-EGFP | Autophagy HCS cell loss 18 h | P. falciparum M17LAP | b-catenin transl | Dynein cargo inh | UTI89 phage lysis | Dynein cargo inh cell count | Dynein cargo inh cytoplasmic EGFP | MT stabilizer Hoechst-high % | Autophagy HCS | MT stabilizer | MT stabilizer cytotoxicity % | Insulin prom up
CC(=O)Nc1sc2c(c1C(N)=O)CCC2 | 1114 | -2.0% | 12% | 1084 | 0.27 | 29 | 9% | -0.5 | 0.66 | 1.1% | 0.54 | -0.25 | 2.0 | i | 3.2 | 2.1 | 0.16
COc1ccc(S(=O)(=O)N2CCC(CN3C(=O)c4cccc5cccc(c45)C3=O)CC2)cc1 | 1374 | -2.5% | 11% | 1011 | 0.31 | -9 | 1% | 0.7 | 0.36 | 1.2% | -0.58 | -0.23 | 1.9 | i | 2.5 | 8.0 | -2
O=P(CCNCc1ccco1)(c1ccccc1)c1ccccc1 | 1276 | 0.2% | 2% | 1180 | 0.082 | -7 | 1% | -2.6 | -0.77 | 0.0% | -0.13 | -0.22 | 1.1 | i | 3.0 | 3.5 | -0.42
CC(=O)Nc1ccccc1-c1nnc(SCc2ccccc2Cl)[nH]c1=O | 886 | -0.8% | -1% | nt | 0.092 | 4 | 24% | nt | -0.031 | 0.2% | 0.57 | -0.073 | 1.3 | i | 1.0 | 7.8 | 0.65
CCOc1ccccc1N1CCN(C(=O)Nc2ccc(Cl)c(Cl)c2)CC1 | 1353 | -0.8% | 5% | 1395 | -0.42 | -7 | -9% | -0.8 | -0.82 | nt | 0.29 | 0.13 | 1.5 | i | 1.7 | 1.3 | 0.77
CC(C)NC(=S)N/N=C/c1ccc(N2CCOCC2)cc1 | 1644 | -2.0% | 8% | 1051 | -0.32 | -7 | -135% | -0.8 | -0.36 | -0.1% | 0.21 | -0.25 | 2.0 | i | 4.2 | 9.9 | 0.3
